HSF-1 act: HSF-1 activators, primary screen, NIH3T3-HGL cells, MG132 stress, luminescence, single point; NIH3T3-HGL HSF-1 luciferase reporter, 8 h; 100% = twice DMSO control signal; 1.7% of 300,000 active; activation, % at 9 µM; AID 504408, 2011;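 active = mean replicate activation of at least 50% with a set share of replicates each reaching 50%; inconclusive = only one of those two conditions met; inactive = mean below 50% and too few replicates reaching it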;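 also: 0% = median of the neutral control wells and 100% = twice that signal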
PolyA inh: polyadenylation inhibitors in yeast reporter cells, primary screen, luminescence, S. cerevisiae | AID 1875, 2009 | calls only at 12 µM | S. cerevisiae SKY197-pL101 polyadenylation reporter, beta-gal luminescence; efflux-impaired pdr1/pdr3 knockout yeast; score 100 = 6 SD above DMSO | 0.02% of 300,000 active;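 active = lowest replicate activity score at least 50, where 100 means six control SD above control mean; inconclusive = lowest score under 50 but half or more replicates reach 50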;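 also: yeast exposed to compound for 9 h at 30 °C; higher score means more reporter readthrough which indicates perturbed polyadenylation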
GSK3 alpha inh: blockers of GSK3A enzyme activity – biochemical, luminescence, cell-free homogeneous, HTS, primary screen; Glycogen synthase kinase-3 alpha (Homo sapiens), P49840; GSK-3 alpha kinase, ADP-Glo luminescence, 60 min; inhibition, % at 10 µM; 0.1% of 320,000 active;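 in the data active = inhibition above about 50%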;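 also: GST-tagged GSK-3 alpha with peptide substrate and 25 µM ATP; 0% = DMSO neutral wells and 100% = GW8510 positive control wells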
Target sequence (P49840 whole entry, looked up): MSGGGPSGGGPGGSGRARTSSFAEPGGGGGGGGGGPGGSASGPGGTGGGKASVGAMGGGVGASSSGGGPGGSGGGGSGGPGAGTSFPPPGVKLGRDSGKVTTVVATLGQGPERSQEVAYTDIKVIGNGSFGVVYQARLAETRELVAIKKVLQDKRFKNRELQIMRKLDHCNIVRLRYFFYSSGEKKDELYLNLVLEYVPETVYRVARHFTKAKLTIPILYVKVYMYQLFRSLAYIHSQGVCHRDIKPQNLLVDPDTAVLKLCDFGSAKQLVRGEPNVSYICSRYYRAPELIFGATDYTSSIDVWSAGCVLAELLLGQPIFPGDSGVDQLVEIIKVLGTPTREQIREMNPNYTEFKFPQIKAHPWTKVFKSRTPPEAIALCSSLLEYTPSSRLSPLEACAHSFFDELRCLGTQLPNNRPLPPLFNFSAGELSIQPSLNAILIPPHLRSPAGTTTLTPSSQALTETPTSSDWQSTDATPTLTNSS
KLF5 inhibitor: KLF5 expression inhibitors, primary screen, DLD-1 cells, luminescence. DLD-1 KLF5 promoter-luciferase reporter. inhibition, % at 5 µM. 0.23% of 290,000 active. AID 1700, 2009;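 active = inhibition above a per-plate limit of that plate's mean compound inhibition plus 3 SD, cut at about 60% in these data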;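 also: 0% = DMSO wells and 100% = LY294002 at 200 µM; higher means less KLF5 promoter-driven luciferase light; inactives centre near -14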
HSP90 refold inh: HSP90 inhibitors, primary screen, cell lysate, luminescence | Heat shock protein HSP 90 (rabbit reticulocyte lysate; luciferase refolding) | Rabbit reticulocyte lysate, luciferase refolding luminescence, 3 h | inhibition, % at 5.6 µM | 0.91% of 290,000 active | AID 1789, 2009;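 active = inhibition above the screen-wide mean plus 3 SD, computed separately per campaign, cut at about 16% in these data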;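 also: 0% = DMSO wells and 100% = 60 µM geldanamycin wells; inhibitors lower the luminescence because luciferase stays unfolded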
IEC-6 tox: cytotoxicity in IEC-6 intestinal epithelial cells, primary screen, cytotoxicity control for KLF5 inhibitor project, cell-based, luminescence; inhibition, % at 5 µM; 0.78% of 290,000 active; IEC-6 cytotoxicity, luminescence viability; in the data active = inhibition above about 22%;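 also: 0% = plate median of test compound wells and 100% = cytotoxic reference compound wells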
GSK3B inh: human GSK3beta kinase inhibitors, primary screen, biochemical, cell-free homogeneous, HTS. 0.038% of 300,000 active. GST-GSK3beta kinase, ADP-Glo luminescence, 60 min; active compounds read low. AID 2097, 2009. activity score (negative = inhibition), % at 10 µM. Glycogen synthase kinase-3 beta (Homo sapiens), P49841;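 active = more than half of replicate wells score below -50%, meaning over 50% inhibition versus plate controls; inconclusive = some replicates but at most half score below -50%; inactive = no replicate scores below -50%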;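 also: 0% = median DMSO wells and -100% = median GW8510 positive control wells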
Target sequence (P49841 whole entry, looked up): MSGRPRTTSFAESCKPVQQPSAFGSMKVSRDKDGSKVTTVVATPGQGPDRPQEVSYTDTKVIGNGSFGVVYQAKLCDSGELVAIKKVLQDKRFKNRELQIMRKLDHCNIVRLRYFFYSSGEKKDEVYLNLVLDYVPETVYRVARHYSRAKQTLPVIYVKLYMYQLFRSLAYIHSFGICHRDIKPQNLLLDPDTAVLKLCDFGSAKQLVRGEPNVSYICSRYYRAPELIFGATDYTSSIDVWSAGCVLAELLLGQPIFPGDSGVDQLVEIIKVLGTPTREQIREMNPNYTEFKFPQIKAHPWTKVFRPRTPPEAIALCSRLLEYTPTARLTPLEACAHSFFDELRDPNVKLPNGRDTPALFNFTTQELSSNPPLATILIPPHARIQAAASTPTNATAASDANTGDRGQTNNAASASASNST
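Test system: GST-tagged human GSK3beta kinase, cell-free; evaluation: activity score scaled between in-plate DMSO and GW8510 controls; measured by: ADP-Glo luminescence; incubation: 60 min reaction, RT; benchmarks: DMSO and 20 µM GW8510; reagent: peptide substrate plus 25 µM ATP (final); medium: Tris/MgCl2 kinase buffer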
AI-2 QS mod: Vibrio harveyi AI-2 quorum sensing modulators, primary screen, JMH597 strain, luminescence/OD600 ratio. 0.4% of 300,000 active. activity change, % at 7.5 µM. Vibrio harveyi JMH597 AI-2 luminescence/OD600 ratio, 9 h; active compounds read low; strain lacks LuxN and CqsS sensors; 0 = neutral-control median; in the data active = activity change below about -75%, passing the limit was not always enough; inconclusive = no clear call, values can overlap the other calls;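 also: luminescence divided by OD600 gain over 9 h not by final OD600 alone; inactives centre near 13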
aSyn UTR inh: MLPCN primary screen, SNCA 5' untranslated region. alpha-synuclein 5'UTR reporter, inhibitor activity. inhibition, % (tested at 7.5 µM). 0.82% of 300,000 active. AID 1813, 2009; in the data active = inhibition above about 60%; inconclusive = no clear call, values can overlap the other calls;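 also: H4 neuroglioblastoma cells stably carrying SNCA 5'UTR luciferase fusion; 0% = DMSO wells and 100% = positive control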
HSF1 inhib: HSF1 inhibitors in luciferase reporter cells, primary screen, cell-based, NIH3T3, luminescence | NIH3T3-HGL HSE-luciferase, MG132-induced, luminescence 8 h; active compounds read low | activity change, negative = inhibition, % at 7.5 µM (by protocol) | 0.77% of 300,000 active;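 active = more than half of replicate wells show activity change below -50%, luminescence cut by over half; inconclusive = some wells, but at most half, below -50%; inactive = no replicate well below -50%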;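 also: luciferase reports HSF-1 transcriptional activity via heat shock element; 0% = median of DMSO wells and -100% = zero luminescence signal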
An asterisk follows results filed as active; i = inactive; ? = inconclusive; · = no result given. A portion of the library; count on the stated rates, not on these rows.

SMILES	HSF-1 act	PolyA inh	GSK3 alpha inh	KLF5 inhibitor	HSP90 refold inh	IEC-6 tox	GSK3B inh	AI-2 QS mod	aSyn UTR inh	HSF1 inhib
Cc1ccccc1Nc1ncnc2c1cnn2C	-10	i	-3	-23	-4	-5	0	-1	22	-6
O=C(Nc1ccccc1F)Oc1cccc(OC(=O)Nc2ccccc2F)c1	39	i	-2	-90	-1	-1	2	24	-108	20
O=C(CCN1CCOCC1)Nc1c(-c2ccccc2)c2cc(Br)ccc2[nH]c1=O	2	i	2	-13	3	2	0	17	14	1
COc1ccc(N2C(=O)C3CCCN3C2c2ccc(Cl)cc2)cc1 (stereo unspecified)	-12	i	-1	-24	2	7	0	13	-17	-2
Cc1ccc2c(cnn2C(=O)CCC(=O)NCc2cccc(Br)c2)c1	-6	i	1	-15	0	-8	3	21	-6	0
COc1ccc(-c2[nH]ncc2CN2CCCCCCC2)c(OC)c1	-3	i	1	12	-2	-3	3	-8	14	-3
CCSc1nc2ccccc2n1CC(=O)OC	3	i	-4	-1	1	0	-1	-18	-8	-4
Cc1ccc(S(=O)(=O)Nc2csc(C)c2C(=O)O)cc1	-7	i	-6	-18	3	-10	5	23	11	-7
CC(=O)NC(O)C(=O)c1ccccc1 (stereo unspecified)	-39	i	-1	-10	-2	-1	2	19	-2	-22
CCN(CCn1cccn1)C(=O)C1CCC(=O)N(CC2CCCCC2)C1 (stereo unspecified)	5	i	-2	8	3	14	-3	-10	12	12
CC(C)Oc1ccccc1C1(c2ccccc2)NC(=O)NC1=O (stereo unspecified)	-9	i	-1	-22	-2	-5	-2	5	2	-3
S=C(NCC1CCCCC1)Nc1ccc(Oc2ccccc2)cc1	-2	i	-2	-24	3	2	1	6	10	-3
COc1ccc(N2CCN(CC(O)COc3cc(C)ccc3C)CC2)cc1 (stereo unspecified)	-12	i	-2	-30	0	1	1	-6	5	-1
CCC(C)NC(=O)c1cnc2n(c1=O)CCS2 (stereo unspecified)	·	·	-3	-4	-2	-1	·	·	·	·
CC1CCCN(CCOc2cccc(Oc3ccccc3)c2)C1 (stereo unspecified)	9	i	0	-30	-5	-5	0	7	8	4
O/N=C/c1ccn(-c2ccc(Br)cc2)c1	23	i	-1	-61	2	11	5	5	-84	17
CCN1C(=O)CC(N2CCC(C(=O)OC)CC2)C1=O (stereo unspecified)	0	i	-2	-12	0	4	0	13	-25	1
C=CCSc1n[nH]c(-c2cccs2)n1	15	i	-4	-37	1	0	0	8	-21	2
O=C(CCc1nnc2n(Cc3ccccc3)c(=O)c3ccccc3n12)NCCN1CCOCC1	-7	i	-3	-15	-3	1	1	-9	-8	1
COc1ccc(C(=O)NCCS(=O)(=O)N2CCCC2)cc1	5	i	0	·	·	·	3	11	-25	-1
Cc1ccccc1OCCC(=O)OCC(=O)Nc1c(F)cccc1F	-16	i	1	·	·	·	1	24	-6	0
O=C(COC(=O)C1CC1)NCCNC(=O)COC(=O)C1CC1	-9	i	-1	·	·	·	2	0	10	3
CCC(CC)C(=O)Nc1cccc(/C(C)=N/NC(=O)c2c(Br)cnn2C)c1	-12	i	0	-20	-1	-6	1	10	-23	-8
CC/C(=C/c1ccccc1)c1cccc2[nH]c3c(OC)cccc3c12	39	i	-2	-14	-2	2	3	-4	5	8
COc1ccccc1N1CCN(C(=O)C(=O)c2cn(CC(=O)N3CCCCCC3)c3ccccc23)CC1	26	i	-1	-2	2	4	1	20	-17	16
Continuation:
SMILES	HSF-1 act	PolyA inh	GSK3 alpha inh	KLF5 inhibitor	HSP90 refold inh	IEC-6 tox	GSK3B inh	AI-2 QS mod	aSyn UTR inh	HSF1 inhib
CCNc1nc(NC(C)C)nc(ON=C(C)C)n1	-8	i	0	-7	-3	4	0	15	6	2
Cc1ccc(C)c(NC(=S)N2CCC(NC(=O)c3ccc(F)cc3)CC2)c1	11	i	-2	-46	-2	7	-4	27	-6	-1
Cc1cc(C)c2c(CN3CCN(Cc4ccccc4)CC3)cc(=O)oc2c1C	5	·	-7	-12	-1	-3	3	20	5	12
O=C(Nc1ccc(Nc2ccccc2)cc1)c1ccc(F)cc1	25	i	0	-56	0	-1	3	-88*	-75	3
O=C(Nc1c(C(=O)Nc2cccc(F)c2)oc2ccccc12)c1ccc2c(c1)OCO2	8	i	-2	-17	-1	5	0	40	-24	-6
O=C(COC(=O)C1CCN(S(=O)(=O)c2cccs2)CC1)NCc1ccccc1	10	i	-2	2	16	-4	1	27	-15	-2
COc1cccc(N(CC(=O)NC2CCCC2)C(=O)Cn2nnc(-c3ccc(C)cc3)n2)c1	1	i	-1	10	-2	1	0	9	19	6
CC(=O)c1cnc2nc(SCc3ccc(C)cc3)nn2c1C	-12	i	-2	-25	-2	4	0	16	-9	1
N#Cc1ccccc1Sc1ccccc1C(=O)OCC(=O)NC12CC3CC(CC(C3)C1)C2	21	i	-2	18	1	-4	0	-23	1	25
Cn1cnnc1SCC(=O)c1cc2ccccc2o1	4	i	-2	-18	-5	-4	-1	13	-13	7
COc1cc(N/N=C/c2ccccc2O)ncn1	65*	i	28	-24	4	-3	-14	9	1	21
CCOCC(=O)Nc1ccc2c(c1)N(S(=O)(=O)c1cccs1)CCC2	7	i	-3	·	·	·	3	20	-9	-2
Cc1ccc(-c2nnc(SCC(N)=O)n2C)cc1	-12	i	0	-29	-2	3	0	13	13	-5
CCOC(=O)/C(C#N)=C\c1ccc(OC)c(OC)c1	-5	i	4	-2	0	-5	0	14	17	-11
Cc1ccc(NC(=O)c2ccc(NCCN)c([N+](=O)[O-])c2)cc1	31	i	0	-14	-1	7	0	16	-99	-4
C=C(C)c1cccc(C(C)(C)NC(=O)NNC(=O)c2ccccc2O)c1	16	i	-2	6	-3	-2	1	5	11	7
CC(=O)N1CCN(CC(=O)Nc2c(Cl)cccc2Cl)CC1	12	i	1	-12	-2	-2	0	6	-2	0
CCCCn1c(NCc2ccc3c(c2)OCO3)nc2ccccc21	1	i	-1	-11	-1	2	0	17	17	6
Cc1n[nH]c(C)c1S(=O)(=O)N1CCCC(C(=O)NC2CCCc3ccccc32)C1 (stereo unspecified)	5	i	3	-18	0	-8	4	16	-19	-1
COc1cc(OC)cc(C(=O)N2CCN(c3ccccn3)CC2)c1	-3	i	-1	-18	3	1	-1	11	13	13
CCNC(=O)COC(=O)c1cc(C)n(-c2ccccc2)c1C	7	i	-1	-6	3	5	0	21	-58	3
COc1cc(CN2CCNC(=O)C2CC(=O)N2CCCN(C(C)=O)CC2)cc(OC)c1 (stereo unspecified)	-20	i	-2	-7	-4	5	4	12	-18	-4
CCOC(=O)C1(CCOC)CCN(Cc2nc(-c3cccs3)oc2C)CC1	7	i	-1	-18	-3	2	4	16	2	-3
O=S1(=O)CCN(Cc2cccc(C(F)(F)F)c2)CC1	-4	i	3	2	2	-4	0	32	6	0
COc1ccc(OC)c(C(C)NC(=O)c2ccco2)c1 (stereo unspecified)	0	i	-4	-3	-4	-2	1	11	7	-5
The listing continues.
SMILES	HSF-1 act	PolyA inh	GSK3 alpha inh	KLF5 inhibitor	HSP90 refold inh	IEC-6 tox	GSK3B inh	AI-2 QS mod	aSyn UTR inh	HSF1 inhib
CC(C)Nc1nc(Oc2ccc(Cl)cc2)cc(C(F)(F)F)n1	1	i	-3	-4	4	2	3	-1	-30	-4
Brc1ccccc1-n1nnc(-c2cccnc2)n1	-1	i	2	-45	7	1	3	26	-76	7
CCc1nc(N2CCN(C(=O)CCl)CC2)c2c3c(sc2n1)CC(C)CC3 (stereo unspecified)	32	i	-1	-56	3	1	4	16	6	18
CC(=O)c1cc(-c2ccccc2)n(CCC(=O)NC2CCCCC2)c1C	25	i	-3	-11	27*	3	8	29	18	5
O=C(COC(=O)CCC(=O)c1cccs1)NCc1cccs1	-5	i	2	-17	0	1	-4	7	-3	-3
CC(NC(=O)COC(=O)/C=C/c1ccc(Cl)cc1)c1ccccc1 (stereo unspecified)	6	i	-6	-18	4	0	1	37	3	1
COc1ccc(CCNC(=O)CCCCCN2C(=O)c3ccccc3C2=O)cc1OC	-11	i	-2	8	3	-2	2	15	-9	1
CN(C(=O)COC(=O)c1c2c(nc3ccccc13)/C(=C/c1cccc([N+](=O)[O-])c1)CCC2)C1CCS(=O)(=O)C1 (stereo unspecified)	37	i	-1	-43	0	11	3	-1	72*	22
O=C(NCCCCc1ccccc1)c1ccc(Br)o1	11	i	-1	-45	3	0	-1	?	1	-4
O=C(NN1C(=O)C2C3C=CC(O3)C2C1=O)c1cccc(Br)c1 (stereo unspecified)	-1	i	-1	-3	1	8	1	7	11	4
O=[N+]([O-])c1ccc(Nc2cccc(F)c2)nc1	6	i	14	-23	0	4	-2	29	-2	0
CCCn1nc(C(=O)OCC(=O)Nc2ncc(Cl)c(C)c2Cl)c2ccccc2c1=O	22	i	-1	-2	3	6	1	16	11	-5
O=C1c2ccccc2C(=O)N1CCc1nc(-c2cccnc2)no1	14	i	-5	-24	-2	4	-1	-3	-10	6
CCOC(=O)C1=C(C)N(CCCC(=O)O)C(=O)NC1c1ccccc1Cl (stereo unspecified)	38	i	-1	·	·	·	2	14	9	8
CC1(C)OC(C(=O)NC2CCCCC2)C(C(=O)NC2CCCCC2)O1 (stereo unspecified)	-12	i	-2	-8	0	0	-1	27	13	-5
CCOC(=O)C1=C(CSc2nc3ccccc3s2)NC(=O)NC1c1ccc(OC)cc1 (stereo unspecified)	47	i	-3	-35	-2	5	2	20	29	38
Cc1ccccc1SCC(=O)Nc1cccc(C#N)c1	0	i	3	-34	0	1	2	-3	-7	6
CC(=O)Nc1ccc(OCC(O)CN2CCN(Cc3ccccc3)CC2)cc1 (stereo unspecified)	-10	i	-1	-50	-3	-2	2	26	-21	-10
COc1ccc(C(=O)Nc2ccccc2C(=O)NC(Cc2ccc(O)cc2)C(=O)NNC(=O)c2ccc(C)cc2)cc1 (stereo unspecified)	-5	i	1	-15	-3	-2	1	20	-9	11
Cc1ccc(NC(=O)NN(C)c2c(Cl)c(Cl)nn2C)cc1	4	i	1	-19	6	2	0	11	12	0
Cc1onc(-c2c(Cl)cccc2Cl)c1C(=O)N(C)Cc1ccccc1	-9	i	-2	-19	16	3	-1	-7	17	5

Screens: PubChem BioAssay, several laboratories
